Bioassay records (PubChem)
V1aR counter – agonists of human V1a receptor, primary screen, counter-screen for OXTR agonist project, fluorescence, CHO-V1R cells; activation, % at 3 µM; AID 2797, 2010; Vasopressin V1a receptor (Homo sapiens), P37288; Fluo-8 calcium fluorescence, agonist mode; 0% DMSO, 100% 3 nM vasopressin; actives 0.25% (n = 320,000);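 active = activation above the mean activation of all tested compounds plus 3 SD, per screening run, cut at about 20% in these data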;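 note: signal is peak over basal fluorescence ratio across a 100 second FLIPR read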
GPR7 antag – GPR7 receptor antagonists, primary screen, cell-based, fluorescence, single concentration; Neuropeptides B/W receptor type 1 (Homo sapiens), P48145; GPR7-expressing cells, fluorescence antagonist assay; inhibition, % at 4.4 µM; actives 1.1% (n = 290,000); in the data active = inhibition above about 16%, passing the limit was not always enough;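 note: cells stimulated with the agonist NPW; 0% = agonist with vehicle and 100% = vehicle without agonist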
Target sequence (P48145 whole entry, looked up): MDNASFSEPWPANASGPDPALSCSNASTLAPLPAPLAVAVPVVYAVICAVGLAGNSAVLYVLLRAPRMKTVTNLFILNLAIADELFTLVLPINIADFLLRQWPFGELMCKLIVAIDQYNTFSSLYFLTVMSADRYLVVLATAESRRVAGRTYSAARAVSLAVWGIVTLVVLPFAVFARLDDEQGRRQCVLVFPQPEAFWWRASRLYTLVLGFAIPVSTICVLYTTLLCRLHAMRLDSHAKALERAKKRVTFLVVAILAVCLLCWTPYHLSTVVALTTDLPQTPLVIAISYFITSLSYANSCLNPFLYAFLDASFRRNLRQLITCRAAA
OXTR agonist – human OXTR agonists, primary screen, fluorescence, CHO-OTR cells, Fluo-8 calcium. Oxytocin receptor (Homo sapiens), P30559. actives 0.32% (n = 320,000). activation, % at 3 µM. Fluo-8 calcium fluorescence; normalized: DMSO 0%, oxytocin 100%. AID 2435, 2010;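 active = activation above the mean of all tested compounds plus 3 SD, cutoff set per screening run, cut at about 20% in these data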;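 note: peak over basal fluorescence ratio from a 100 s FLIPR kinetic read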
Target sequence (P30559 whole entry, looked up): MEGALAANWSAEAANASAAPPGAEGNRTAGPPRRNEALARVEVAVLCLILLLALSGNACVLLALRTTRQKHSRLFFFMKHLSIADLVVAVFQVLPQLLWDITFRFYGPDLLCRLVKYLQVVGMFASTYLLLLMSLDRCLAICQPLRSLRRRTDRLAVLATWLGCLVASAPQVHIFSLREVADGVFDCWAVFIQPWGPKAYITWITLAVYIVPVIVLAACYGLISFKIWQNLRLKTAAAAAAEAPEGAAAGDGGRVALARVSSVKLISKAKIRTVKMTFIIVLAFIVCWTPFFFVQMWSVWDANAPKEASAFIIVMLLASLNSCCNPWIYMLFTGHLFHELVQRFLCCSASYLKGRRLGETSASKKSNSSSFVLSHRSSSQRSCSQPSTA
GalR3 antag – GalR3 antagonists in HEK293 cells, primary screen, cell-based, fluorescence readout; inhibition, % at 3 µM; HEK293 GalR3-CNG cAMP membrane potential fluorescence; galR3 body fused to GalR1 C-terminus; Galanin receptor type 3 (Homo sapiens), O60755; AID 651719, 2012; actives 0.44% (n = 360,000);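 active = inhibition above the screen-wide average plus 3 SD, cut at about 13% in these data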;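 note: forskolin and galanin both at EC90 stimulate the cells; cAMP rise reported by CNG channel membrane potential dye signal; 0% = forskolin plus galanin with DMSO and 100% = forskolin alone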
Target sequence (O60755 1-299 limits assumed): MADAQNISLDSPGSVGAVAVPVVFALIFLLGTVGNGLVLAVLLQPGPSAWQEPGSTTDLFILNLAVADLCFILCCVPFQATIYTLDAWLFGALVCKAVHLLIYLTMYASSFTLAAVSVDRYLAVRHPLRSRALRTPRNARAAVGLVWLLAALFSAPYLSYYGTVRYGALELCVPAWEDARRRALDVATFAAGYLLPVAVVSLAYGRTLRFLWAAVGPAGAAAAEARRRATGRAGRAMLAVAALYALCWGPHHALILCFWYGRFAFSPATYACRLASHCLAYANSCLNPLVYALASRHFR
PHOSPHO1 block – PubChem AID 1565; Phosphoethanolamine/phosphocholine phosphatase (Homo sapiens), Q8TCT1; recombinant PHOSPHO1, absorbance phosphatase assay; inhibition, % at 13.3 µM; actives 1.1% (n = 290,000); in the data active = inhibition above about 60%
MEKK3 PB1 HTS – modulators of MEKK3-MEK5 PB1 binding, primary screen, biochemical, wildtype MEKK3, multiplex bead flow cytometry, Alexa488-MEK5 | Mitogen-activated protein kinase kinase kinase 3 (Homo sapiens), Q99759 | bead-based flow cytometry, Alexa488-MEK5 binding to MEKK3; actives lie on both sides; 0 = blocked by unlabeled MEK5, 100 = vehicle | binding response (% of control), % at 10 µM | actives 1.4% (n = 290,000) | AID 1529, 2009;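 active = binding response more than 3 SD above or below the average of its plate-row segment, actives on both sides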;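 note: Alexa488 bead fluorescence after subtracting the streptavidin-only scavenger bead signal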
NALP1 inh – NALP1 inflammasome inhibitors in reconstituted yeast, colorimetric, S. cerevisiae, triplicate retest; S. cerevisiae NALP1/ASC/caspase-1 growth, X-gal OD620, 72 h; inhibition, % at 10 µM; actives 0.61% (n = 280,000); in the data active = inhibition mostly above about 24%, no sharp cut-off; inactive = mostly below about 32%; note: some compounds called inactive have numbers as strong as hits
MEKK2mut PB1 HTS – MEK5 binding signal on mutant MEKK2 PB1, primary screen, biochemical, multiplex bead flow cytometry, Alexa488-MEK5; actives 0.35% (n = 290,000); percent response, % at 10 µM; AID 1530, 2009; Alexa488-MEK5 binding to MEKK2 mutant; in the data active = percent response above about 24%, passing the limit was not always enough; note: inactives centre near 1; some results filed as inactive read as strong as hits; reference of the scale not given here
MEKK2wt PB1 HTS – modulators of MEK5 binding to wildtype MEKK2, primary screen, biochemical, multiplex bead flow cytometry, Alexa488-MEK5 | Alexa488-MEK5 binding to MEKK2 WT; actives lie on both sides | binding response (% of control), % at 10 µM | actives 1.1% (n = 290,000); in the data active = binding response below about 67% or above about 130%
* hit, by the source's call; . = no result given; & = joins results of further samples; [ ] = another dose, or the depositor's remark.

#	SMILES	MEKK2wt PB1 HTS	GPR7 antag	PHOSPHO1 block	MEKK2mut PB1 HTS	NALP1 inh
1	O=C(O)Cc1ccc(N=Nc2c(O)c(C(=O)O)cc3ccccc23)cc1	91.0	-5.2	21.0	4.0	19.6
2	COc1ccc(C2=NN(c3ccc(C=O)cc3)C(c3ccccc3)C2)cc1 (configuration not stated)	94.0	-18.0	31.0	0.0	8.9
3	COc1ccc(OCCN(C)Cc2ccccc2)cc1	102.0	-15.5	-6.9	0.0	30.2
4	O=C(COc1ccc(S(=O)(=O)N2CCOCC2)cc1)Nc1cccc([N+](=O)[O-])c1	95.0	-11.4	28.7	0.0	14.2
5	COc1cc(OC)c(NC(=O)CS(=O)(=O)Cc2nc(-c3ccc(C)cc3)oc2C)cc1Cl	108.0	-10.6	-5.3	8.0	-31.5
6	O=C(CC(NCCc1ccccc1)C(=O)O)Nc1ccc(O)cc1 (configuration not stated)	.	-5.6	17.0	.	9.3
7	O=c1c2ccccc2ncn1-c1ccc(Cl)cc1	97.0&101.0	-14.7&-5.9	24.4&-1.1	-8.0&4.0	8.7&8.5
8	Cc1cccc(OCC(=O)NCCCNC(=O)c2ccncc2)c1	98.0	-21.3	27.6	-1.0	8.9
9	COc1ccc(N2CCN(C(=O)CCC(=O)N3CCOc4ccc(C)cc43)CC2)cc1	105.0	-1.5	28.1	1.0	10.9
10	Cc1ccccc1CNC(=O)Nc1cccs1	101.0	-13.4	-51.6	7.0	-5.1
11	CC1CN(CC(O)COC(c2ccccc2)c2ccccc2)CC(C)O1 (configuration not stated)	126.0	16.0	-5.2	18.0	24.8
12	O=C(NCC1CCCO1)C1CCCN1C(=O)Nc1ccc(Cl)c(Cl)c1 (configuration not stated)	5.0*[inhibitor]	-14.1	5.7	-46.0	-10.5

#	OXTR agonist	V1aR counter	GalR3 antag	MEKK3 PB1 HTS
1	-1.1	-0.6	-8.3	99.0
2	-1.6	0.8	.	104.0
3	-1.6	-0.6	-3.7	100.0
4	3.3	3.7	-3.0	94.0
5	-0.7	-1.1	.	107.0
6	1.1	0.1	-3.2	.
7	-1.4&-2.1	-0.3&-1.1	-1.6&-1.1	100.0&100.0
8	0.7	0.3	-0.3	102.0
9	-1.1	0.9	.	103.0
10	-1.1	-1.1	-3.9	102.0
11	-0.1	0.7	-0.5	97.0
12	0.1	-0.4	-5.3	4.0*[inhibitor]

(further entries)
#	SMILES	MEKK2wt PB1 HTS	GPR7 antag	PHOSPHO1 block	MEKK2mut PB1 HTS	NALP1 inh
13	CCc1ccc2[nH]c3nc(N/N=C/c4ccc(O)cc4O)nnc3c2c1	113.0	-18.1	13.9	15.0	-11.2
14	COc1ccc(/C=C/C(=O)c2ccc(C(=O)/C=C/c3ccc(OC)c(OC)c3)cc2)cc1OC	94.0	-8.7	22.9	-3.0	22.1
15	O=C(Nc1nccs1)c1ccc(CSc2ccccc2)o1	104.0	2.3	27.0	4.0	11.4
16	O=C1c2ccccc2C(=O)N1CCN1CCOCC1	101.0	-6.6	21.7	1.0	7.0
17	NC(=O)CC(NC(=O)Cc1ccc(Br)cc1)c1ccc(N2CCN(c3ccccc3)CC2)c([N+](=O)[O-])c1 (configuration not stated)	95.0	.	25.1	-11.0	.
18	CCCCC(=O)Nc1ccc(C(=O)N2CCC(C(=O)OCC)CC2)cc1	100.0	-0.3	-2.0	-1.0	-3.9
19	O=C(NC(=S)Nc1ccc(S(=O)(=O)Nc2nccs2)cc1)C1CC1	102.0	-3.4	44.1	4.0	-2.2
20	Cc1c(Cl)cccc1NC(=S)N(Cc1cccnc1)Cc1ccccc1Cl	98.0	-5.2	8.8	0.0	19.6
21	CC(C)(C)NC(=O)/C(=C\c1ccccc1F)NC(=O)c1ccc([N+](=O)[O-])cc1	102.0	-8.0	-2.0	2.0	-8.7
22	C/C(=N\NC(=O)C1CCCC1)c1ccc(Cl)cc1	96.0	-10.3	41.8	-1.0	-6.7
23	O=C(CSCc1ccc(Cl)cc1)NN=C1CCCCCC1	95.0	13.7	4.6	-2.0	16.6
24	COc1ccc(-c2csc3nc(C)n(-n4cccc4)c(=O)c23)cc1OC	94.0	-6.8	-54.1	0.0	7.7

#	OXTR agonist	V1aR counter	GalR3 antag	MEKK3 PB1 HTS
13	-1.1	-0.9	-9.3	105.0
14	.	.	-10.1	96.0
15	-1.2	1.1	-5.2	96.0
16	0.2	0.7	1.4	99.0
17	-0.2	0.7	-8.2	95.0
18	0.6	0.1	-4.0	98.0
19	0.1	0.5	-3.2	104.0
20	-0.4	-0.3	-2.7	100.0
21	-1.4	1.1	-3.9	104.0
22	.	.	-2.8	99.0
23	-1.9	-0.2	-1.7	98.0
24	-1.3	0.0	2.5	97.0

Next section; it opens with the 5 that closed the last part.
#	SMILES	MEKK2wt PB1 HTS	GPR7 antag	PHOSPHO1 block	MEKK2mut PB1 HTS	NALP1 inh
20	Cc1c(Cl)cccc1NC(=S)N(Cc1cccnc1)Cc1ccccc1Cl	98.0	-5.2	8.8	0.0	19.6
21	CC(C)(C)NC(=O)/C(=C\c1ccccc1F)NC(=O)c1ccc([N+](=O)[O-])cc1	102.0	-8.0	-2.0	2.0	-8.7
22	C/C(=N\NC(=O)C1CCCC1)c1ccc(Cl)cc1	96.0	-10.3	41.8	-1.0	-6.7
23	O=C(CSCc1ccc(Cl)cc1)NN=C1CCCCCC1	95.0	13.7	4.6	-2.0	16.6
24	COc1ccc(-c2csc3nc(C)n(-n4cccc4)c(=O)c23)cc1OC	94.0	-6.8	-54.1	0.0	7.7
25	O=C(Nc1ccon1)c1cnc2sccn2c1=O	102.0	-6.5	23.1	1.0	5.5
26	CC1CC(C)(C)NC(C)c2ccccc21 (configuration not stated)	111.0	-8.1	13.5	8.0	7.6
27	O=C(Nc1nccc(-c2cccs2)n1)c1cccs1	.	-13.4	54.0	.	-4.8
28	CNC(=O)N(O)C1N(/N=C/c2ccc(SC)cc2)C(=S)SC1(C)C (configuration not stated)	104.0	-11.7	28.6	4.0	6.2
29	COc1ccc(-c2cc(C(=O)O)sc2C)cc1	102.0	-22.6	1.7	1.0	9.6
30	CC1CCN(c2ccc3nnc(CCC(=O)Nc4ccc(F)c(F)c4)n3n2)CC1	93.0	28.2*	-18.5	-5.0	0.4
31	CCN(Cc1cc(=O)[nH]c2ccccc12)C(=O)C(C)C	94.0	-8.4	34.2	-1.0	3.6
32	CCOc1ccccc1N(CC(=O)NC(C)(C)C)C(=O)CCC(=O)Nc1nccs1	103.0	-15.0	39.1	4.0	3.6
33	O=C(Nc1nnc(Cc2ccc(Cl)cc2)s1)C1CCCO1 (configuration not stated)	99.0	-5.0	45.5	0.0	-0.3
34	COc1ccc(NC(=O)CCNS(=O)(=O)c2ccc(C)c(C)c2)cc1OC	104.0	-1.4	19.0	6.0	10.0
35	COc1cc(NS(=O)(=O)c2ccc(NC(=O)C34CC5CC(CC(C5)C3)C4)cc2)ncn1	101.0	-6.3	-32.1	15.0	8.0
36	NS(=O)(=O)c1ccc(NS(=O)(=O)c2ccc3c(c2)OCCO3)cc1	98.0	-2.2	26.9	2.0	-6.9

#	OXTR agonist	V1aR counter	GalR3 antag	MEKK3 PB1 HTS
20	-0.4	-0.3	-2.7	100.0
21	-1.4	1.1	-3.9	104.0
22	.	.	-2.8	99.0
23	-1.9	-0.2	-1.7	98.0
24	-1.3	0.0	2.5	97.0
25	0.5	0.2	-3.7	103.0
26	0.5	0.4	8.0	108.0
27	-0.8	-0.1	2.2	.
28	0.4	0.4	2.1	103.0
29	1.1	0.2	5.9	102.0
30	-2.5	-1.5	-8.0	95.0
31	0.5	0.0	-3.5	98.0
32	0.4	-0.3	-0.4	99.0
33	-0.4	-0.5	1.7	100.0
34	0.2	0.0	-8.0	104.0
35	0.1	0.8	-5.2	98.0
36	0.0	0.4	-3.7	98.0

Down the list, from the results shown.
NALP1 inh, entries 9–15: 10.9, -5.1, 24.8, -10.5, -11.2, 22.1, 11.4
OXTR agonist, entries 9–15: -1.1, -1.1, -0.1, 0.1, -1.1, ., -1.2
MEKK3 PB1 HTS, entries 9–15: 103.0, 102.0, 97.0, 4.0*[inhibitor], 105.0, 96.0, 96.0

Going on with the list:
#	SMILES	MEKK2wt PB1 HTS	GPR7 antag	PHOSPHO1 block	MEKK2mut PB1 HTS	NALP1 inh
37	CCCCC(=O)N1CCCC(c2nc(-c3cccc(OC)c3)no2)C1 (configuration not stated)	54.0	-3.8	36.3	-16.0	-5.2
38	Cc1onc(C(=O)Nc2sc3c(c2C#N)CCCC3)c1[N+](=O)[O-]	100.0	-6.4	21.0	-1.0	10.1
39	CO/N=C(/CNC(=O)c1cccc(Cl)c1)c1ccc(Cl)cc1	.	1.4	40.7	.	-2.4
40	CCOc1ccc(-n2c(SCC(=O)Nc3cc(C)on3)nc3c([nH]c4ccccc43)c2=O)cc1	103.0	-3.8	1.2	1.0	.
41	COc1ccccc1Cn1[nH]nnc1=S	100.0	-12.4	7.7	2.0	-4.7
42	COc1cccc(Nc2nc(C)nc3c2oc2ccccc23)c1	107.0	-9.6	10.9	7.0	18.3
43	CNc1nc(-c2ccc(Cl)cc2)cs1	104.0	-14.9	39.4	1.0	-6.6
44	O=C1COc2ccc(C(=O)CSc3nc4ccccc4c(=O)n3-c3ccc(Cl)c(Cl)c3)cc2N1	113.0	-9.5	-5.3	0.0	-3.0
45	Cn1nccc1CNC(=O)c1ccnn1C	102.0	8.9	18.6	0.0	16.3
46	COc1ccc2c(c1)c(=O)oc1cc(OCC(=O)N3CCC(C)CC3)ccc12	92.0	-21.3	10.9	-9.0	37.8
47	O=C(CCc1nc2ccccc2[nH]c1=O)OCC(=O)c1cccc2ccccc12	99.0	8.4	21.9	-3.0	36.1*
48	Cc1cc(C(=O)NCc2ccc3c(c2)OCO3)n(-c2ccccc2)n1	113.0	-11.3	2.1	7.0	-5.0
49	COCCNC(=O)CN1C(=O)CSc2cc(S(=O)(=O)N3CCCCCC3)ccc21	112.0	-3.4	.	5.0	.
50	COc1ccc(CNC(=O)C23CN(Cc4ccccc4)CC2C(c2ccc([N+](=O)[O-])cc2)=NO3)cc1 (configuration not stated)	99.0	2.1	28.1	0.0	17.6
51	NC(=O)c1ccc(NC(=O)Cc2csc(-c3ccccc3)n2)cc1	101.0	-2.3	-36.6	-1.0	11.1

#	OXTR agonist	V1aR counter	GalR3 antag	MEKK3 PB1 HTS
37	-2.3	-0.4	-5.3	54.0
38	2.6	2.9	-3.2	101.0
39	-2.6	0.7	-3.3	.
40	-0.3	-0.4	2.7	105.0
41	-0.4	1.4	-1.7	102.0
42	-2.4	-1.6	-10.1	109.0
43	-2.1	19.6	0.9	100.0
44	0.7	-0.1	-5.1	136.0*
45	0.8	0.7	3.5	101.0
46	1.8	1.4	.	91.0
47	.	.	.	97.0
48	-1.5	0.1	.	112.0
49	-0.5	0.5	2.5	112.0
50	0.4	-0.2	-4.3	105.0
51	-0.2	-0.2	-5.3	107.0
